HSF1 inhib – HSF1 inhibition; activity change, negative = inhibition, % at 7.5 µM (by protocol); actives 0.77% (n = 300,000); NIH3T3-HGL HSE-luciferase, MG132-induced, luminescence 8 h; hits give low values;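 active = more than half of replicate wells show activity change below -50%, luminescence cut by over half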;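 note: luciferase reports HSF-1 transcriptional activity via heat shock element; 0% = median of DMSO wells and -100% = zero luminescence signal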
GSK3B inh – inhibitors of human GSK3beta kinase; P49841; GST-GSK3beta kinase, ADP-Glo luminescence, 60 min; hits give low values; activity score (negative = inhibition), % at 10 µM; actives 0.038% (n = 300,000); AID 2097;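 active = more than half of replicate wells score below -50%, meaning over 50% inhibition versus plate controls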;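 note: 0% = median DMSO wells and -100% = median GW8510 positive control wells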
Target sequence (P49841 whole entry, looked up): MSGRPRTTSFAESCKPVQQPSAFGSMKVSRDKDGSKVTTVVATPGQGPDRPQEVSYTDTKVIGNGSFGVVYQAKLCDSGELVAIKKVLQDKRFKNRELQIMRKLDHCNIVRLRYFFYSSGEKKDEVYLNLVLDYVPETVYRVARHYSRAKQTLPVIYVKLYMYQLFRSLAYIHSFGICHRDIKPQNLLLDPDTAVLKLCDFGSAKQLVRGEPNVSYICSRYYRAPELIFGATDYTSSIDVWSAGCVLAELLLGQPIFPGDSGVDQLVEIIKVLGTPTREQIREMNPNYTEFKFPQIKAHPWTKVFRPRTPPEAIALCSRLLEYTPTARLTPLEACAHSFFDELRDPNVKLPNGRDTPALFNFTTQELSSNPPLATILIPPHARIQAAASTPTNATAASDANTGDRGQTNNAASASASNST
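Assay system: GST-fused GSK3beta enzyme, cell-free / Medium: Tris pH 7.5 buffer with MgCl2, DTT, BSA, heparin / Also added: peptide substrate plus 25 µM ATP (final) / Compound: 10 µM single point / Timing: kinase reaction with compound 60 min at room temperature / Detection: ADP-Glo luminescence / Benchmarks: DMSO neutral wells and GW8510 at 20 µM as positive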
IEC-6 cytotox – counter-screen for KLF5 inhibitors: cytotoxicity in IEC-6 cells; inhibition, % at 5 µM; actives 0.78% (n = 290,000); IEC-6 cytotoxicity, luminescence viability; in the data active = inhibition above about 22%;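 note: 0% = plate median of test compound wells and 100% = cytotoxic reference compound wells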
KLF5 inhibitor – kruppel-like factor 5 inhibition; inhibition, % at 5 µM; DLD-1 KLF5 promoter-luciferase reporter, luminescence; AID 1700; actives 0.23% (n = 290,000);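 active = inhibition above a per-plate limit of that plate's mean compound inhibition plus 3 SD, cut at about 60% in these data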;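 note: 0% = DMSO wells and 100% = LY294002 at 200 µM; higher means less KLF5 promoter-driven luciferase light; inactives centre near -14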
PolyA inh – blocks polyadenylation in yeast reporter cells | S. cerevisiae SKY197-pL101 polyadenylation reporter, beta-gal luminescence; efflux-impaired pdr1/pdr3 knockout yeast; score 100 = 6 SD above DMSO | calls only at 12 µM | actives 0.02% (n = 300,000) | AID 1875;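 active = lowest replicate activity score at least 50, where 100 means six control SD above control mean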;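 note: yeast exposed to compound for 9 h at 30 °C; higher score means more reporter readthrough which indicates perturbed polyadenylation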
HSF1 activator – increases HSF-1 driven luciferase reporter signal; activation, % at 9 µM; actives 1.7% (n = 300,000); NIH3T3-HGL HSF-1 luciferase reporter, MG132, 8 h; 100% = twice DMSO control signal; AID 504408;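 active = mean replicate activation of at least 50% with a set share of replicates each reaching 50%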;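 note: 0% = median of the neutral control wells and 100% = twice that signal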
HSP90 inh – inhibitors of HSP90 luciferase refolding in rabbit reticulocyte lysate. AID 1789. actives 0.91% (n = 290,000). inhibition, % at 5.6 µM. luciferase refolding luminescence, 3 h;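 active = inhibition above the screen-wide mean plus 3 SD, computed separately per campaign, cut at about 16% in these data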;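 note: 0% = DMSO wells and 100% = 60 µM geldanamycin wells; inhibitors lower the luminescence because luciferase stays unfolded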
AI-2 QS modul – modulators of Vibrio harveyi AI-2 quorum sensing system | Vibrio harveyi JMH597 AI-2 luminescence/OD600 ratio, 9 h; hits give low values; strain lacks LuxN and CqsS sensors; 0 = neutral-control median | activity change, % at 7.5 µM | actives 0.4% (n = 300,000) | AID 2094; in the data active = activity change below about -75%, passing the limit was not always enough;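 note: luminescence divided by OD600 gain over 9 h not by final OD600 alone; inactives centre near 13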
aSyn UTR inh – 5' untranslated region of α-synuclein, MLPCN primary screen; actives 0.82% (n = 300,000); inhibition, % (tested at 7.5 µM); alpha-synuclein 5'UTR reporter, inhibitor activity; in the data active = inhibition above about 60%;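 note: H4 neuroglioblastoma cells stably carrying SNCA 5'UTR luciferase fusion; 0% = DMSO wells and 100% = positive control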
GSK3 alpha inh – human GSK-3 alpha kinase inhibition; P49840; ADP-Glo luminescence, 60 min; inhibition, % at 10 µM; actives 0.1% (n = 320,000); AID 2650;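 in the data active = inhibition above about 50%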;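 note: GST-tagged GSK-3 alpha with peptide substrate and 25 µM ATP; 0% = DMSO neutral wells and 100% = GW8510 positive control wells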
Target sequence (P49840 whole entry, looked up): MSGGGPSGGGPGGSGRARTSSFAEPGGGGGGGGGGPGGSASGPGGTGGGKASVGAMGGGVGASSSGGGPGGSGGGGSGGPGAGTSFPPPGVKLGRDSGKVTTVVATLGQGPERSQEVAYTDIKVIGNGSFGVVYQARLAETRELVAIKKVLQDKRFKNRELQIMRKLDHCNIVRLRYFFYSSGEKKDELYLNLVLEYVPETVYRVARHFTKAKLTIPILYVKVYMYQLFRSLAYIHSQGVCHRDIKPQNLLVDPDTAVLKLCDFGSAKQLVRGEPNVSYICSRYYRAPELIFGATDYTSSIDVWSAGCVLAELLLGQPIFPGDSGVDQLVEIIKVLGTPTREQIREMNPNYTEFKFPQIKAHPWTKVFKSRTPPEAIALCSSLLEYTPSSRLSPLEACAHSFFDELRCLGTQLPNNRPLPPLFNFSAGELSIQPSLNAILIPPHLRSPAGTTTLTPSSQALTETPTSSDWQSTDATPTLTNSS
The depositor's hits bear a star.

For COc1ccc(CNc2c(CO)cnc3c2cnn3C)cc1 the results were HSF1 inhib -6, GSK3B inh 2, IEC-6 cytotox -5, KLF5 inhibitor 8, PolyA inh inactive, HSF1 activator 3, HSP90 inh 0, AI-2 QS modul 7, aSyn UTR inh 6 and GSK3 alpha inh 0.
Screening CCc1ccc(N2C(=O)CN(Cc3cc(OC)c(OC)c(OC)c3)C2=S)cc1 returned HSF1 inhib -3, GSK3B inh -2, IEC-6 cytotox 2, KLF5 inhibitor 5, PolyA inh inactive, HSF1 activator 4, HSP90 inh 3, AI-2 QS modul -2, aSyn UTR inh 33 and GSK3 alpha inh -6.
Cc1ccc(S(=O)(=O)/N=C(/c2ccc(F)cc2)N2CCOCC2)cc1 was read as HSF1 inhib -2, GSK3B inh 1, IEC-6 cytotox 6, KLF5 inhibitor -12, PolyA inh inactive, HSF1 activator 6, HSP90 inh 2, AI-2 QS modul 11, aSyn UTR inh -5 and GSK3 alpha inh -44.
Screening O=S(=O)(Nc1cccc(-c2cn3cccnc3n2)c1)c1ccc(F)cc1 returned HSF1 inhib 1, GSK3B inh 6, IEC-6 cytotox 0, KLF5 inhibitor -27, PolyA inh inactive, HSF1 activator -4, HSP90 inh -6, AI-2 QS modul 12, aSyn UTR inh 6 and GSK3 alpha inh 1.
O=C(c1cccc2ccccc12)N1CCN=C1SCc1ccc([N+](=O)[O-])cc1 was read as HSF1 inhib 8, GSK3B inh 1, IEC-6 cytotox 0, KLF5 inhibitor -30, PolyA inh inactive, HSF1 activator 43, HSP90 inh -1, AI-2 QS modul 30, aSyn UTR inh -24 and GSK3 alpha inh 0.
O=c1[nH]c2ccccc2c2oc(CCl)nc12 was read as HSF1 inhib -7, GSK3B inh -1, IEC-6 cytotox 7, KLF5 inhibitor 5, PolyA inh inactive, HSF1 activator 2, HSP90 inh 0, AI-2 QS modul 56, aSyn UTR inh -34 and GSK3 alpha inh -4.
Screening Cc1noc(NS(=O)(=O)c2ccc(NC(=O)c3nn(-c4ccc(F)cc4)ccc3=O)cc2)c1C returned HSF1 inhib 12, GSK3B inh -13, IEC-6 cytotox 0, KLF5 inhibitor -9, PolyA inh inactive, HSF1 activator 12, HSP90 inh -1, AI-2 QS modul 15, aSyn UTR inh 14 and GSK3 alpha inh 0.
`CN(C(=O)CC(NC(=O)c1ccccc1)(c1ccccc1)c1ccccc1)c1ccccc1` gave HSF1 inhib -4, GSK3B inh 3, IEC-6 cytotox 5, KLF5 inhibitor -11, PolyA inh inactive, HSF1 activator 14, HSP90 inh 4, AI-2 QS modul 12, aSyn UTR inh -4 and GSK3 alpha inh -2.
CC(C)CC1Nc2ccc(C(=O)NCCCN3CCOCC3)cc2NC1=O (centres undefined) was read as HSF1 inhib -39, GSK3B inh -3, IEC-6 cytotox -7, KLF5 inhibitor -15, PolyA inh inactive, HSF1 activator -55, HSP90 inh -4, AI-2 QS modul 19, aSyn UTR inh 3 and GSK3 alpha inh -2.
Screening O=C(Nc1ccc2c(c1)OCCO2)C1c2ccccc2C(=O)N2CCc3ccccc3C12 (centres undefined) returned HSF1 inhib 0, GSK3B inh 1, IEC-6 cytotox -2, KLF5 inhibitor 0, PolyA inh inactive, HSF1 activator -1, HSP90 inh -3, AI-2 QS modul 8, aSyn UTR inh -10 and GSK3 alpha inh -2.
Screening CC[n+]1c(/C=C2\C=C(C)CC(C)(C)C2)sc2ccccc21 returned HSF1 inhib 67, GSK3B inh 1, IEC-6 cytotox -1, KLF5 inhibitor -36, PolyA inh inactive, HSF1 activator 85*, HSP90 inh -3, AI-2 QS modul 42, aSyn UTR inh -47 and GSK3 alpha inh 2.
Screening COc1ccc(C(=O)NCCCN2CCOCC2)cc1S(=O)(=O)N1CCCc2ccccc21 returned HSF1 inhib -2, GSK3B inh 0, IEC-6 cytotox 6, KLF5 inhibitor 7, PolyA inh inactive, HSF1 activator 14, HSP90 inh 1, AI-2 QS modul 7, aSyn UTR inh 38 and GSK3 alpha inh -3.
Screening CCC(C)(C)NC(=O)C(c1ccc(OC)cc1)N(C(=O)CCC(=O)Nc1cc(C)on1)c1cccc(F)c1 (centres undefined) returned HSF1 inhib 3, GSK3B inh 4, IEC-6 cytotox -2, KLF5 inhibitor -22, PolyA inh inactive, HSF1 activator -2, HSP90 inh 1, AI-2 QS modul 33, aSyn UTR inh 19 and GSK3 alpha inh -1.
Screening CS(=O)(=O)N1CCC(Oc2ccccc2C(=O)N2CCNC(=O)C2)CC1 returned HSF1 inhib 5, GSK3B inh 2, IEC-6 cytotox 2, KLF5 inhibitor -25, PolyA inh inactive, HSF1 activator 2, HSP90 inh 2, AI-2 QS modul 50, aSyn UTR inh -10 and GSK3 alpha inh -4.
COc1cc(C(=O)NNC(=O)c2ccc(NC(C)=O)cc2)cc(OC)c1OC was read as HSF1 inhib -6, GSK3B inh -1, IEC-6 cytotox -4, KLF5 inhibitor -20, PolyA inh inactive, HSF1 activator 1, HSP90 inh -3, AI-2 QS modul 18, aSyn UTR inh 4 and GSK3 alpha inh 1.
For Cc1cc(C)nc(N(C#N)Cc2cccc3ccccc23)n1 the results were HSF1 inhib 1, GSK3B inh -1, IEC-6 cytotox 3, KLF5 inhibitor -7, PolyA inh inactive, HSF1 activator 2, HSP90 inh 1, AI-2 QS modul 26, aSyn UTR inh 16 and GSK3 alpha inh -1.
For CCc1c(C)sc(NC(=O)CC#N)c1C#N the results were HSF1 inhib 11, GSK3B inh 0, IEC-6 cytotox -6, KLF5 inhibitor -17, PolyA inh inactive, HSF1 activator 0, HSP90 inh -2, AI-2 QS modul 18, aSyn UTR inh -36 and GSK3 alpha inh 8.
`COc1ccc(NC(=O)CC2CCCC2)cc1S(=O)(=O)N1CCCCC1` gave HSF1 inhib -3, GSK3B inh 1, IEC-6 cytotox 0, KLF5 inhibitor -16, PolyA inh inactive, HSF1 activator 3, HSP90 inh -1, AI-2 QS modul 33, aSyn UTR inh 1 and GSK3 alpha inh -1.
`O=C(NNS(=O)(=O)c1ccccc1Cl)c1nn(-c2ccc(F)cc2)ccc1=O` gave HSF1 inhib 0, GSK3B inh -3, IEC-6 cytotox 3, KLF5 inhibitor -3, PolyA inh inactive, HSF1 activator 6, HSP90 inh 4, AI-2 QS modul 39, aSyn UTR inh 10 and GSK3 alpha inh -3.
For COc1ccc(-c2oc3ccc(-c4ccc5c(c4)OCO5)cc3c2-c2ccc(OC)nc2)cc1 the results were HSF1 inhib -2, GSK3B inh 0, PolyA inh inactive, HSF1 activator -8, AI-2 QS modul 25, aSyn UTR inh 0 and GSK3 alpha inh -3.
`C=CCn1c(SCC(=O)Nc2ccc(F)cc2)nc2cc(C(=O)O)ccc2c1=O` gave HSF1 inhib -7, GSK3B inh 0, IEC-6 cytotox -6, KLF5 inhibitor -17, PolyA inh inactive, HSF1 activator -3, HSP90 inh -1, AI-2 QS modul 16, aSyn UTR inh -1 and GSK3 alpha inh 17.
Screening O=C1CN(S(=O)(=O)c2ccc(Cl)cc2)c2ccccc2N1 returned HSF1 inhib -6, GSK3B inh -1, IEC-6 cytotox -1, KLF5 inhibitor -7, PolyA inh inactive, HSF1 activator -5, HSP90 inh -3, AI-2 QS modul 31, aSyn UTR inh 10 and GSK3 alpha inh -1.
Screening COc1ccc(C(=O)NCCCNC(=O)c2ccccn2)cc1Br returned HSF1 inhib -2, GSK3B inh -1, IEC-6 cytotox -4, KLF5 inhibitor -12, PolyA inh inactive, HSF1 activator 3, HSP90 inh -2, AI-2 QS modul 1, aSyn UTR inh 7 and GSK3 alpha inh 4.
Screening CC(C)n1cc(-c2ccc(Cl)cc2)cc(C#N)c1=O returned HSF1 inhib 6, GSK3B inh -2, IEC-6 cytotox 0, KLF5 inhibitor -10, PolyA inh inactive, HSF1 activator 19, HSP90 inh -2, AI-2 QS modul 2, aSyn UTR inh -23 and GSK3 alpha inh -2.
For CCN(CC(=O)Nc1ccc2c(c1)OCCO2)C(=O)COc1cc(C)ccc1Cl the results were HSF1 inhib -1, GSK3B inh -4, PolyA inh inactive, HSF1 activator -3, AI-2 QS modul 11, aSyn UTR inh -7 and GSK3 alpha inh 1.
`CC(C)(C)c1ccc(C(=O)N2CCC(=O)N(C(COCc3ccccc3)Cc3ccccc3)CC2)cc1` (centres undefined) gave HSF1 inhib 1, GSK3B inh -1, IEC-6 cytotox 4, KLF5 inhibitor -2, PolyA inh inactive, HSF1 activator -6, HSP90 inh 0, AI-2 QS modul -10, aSyn UTR inh 11 and GSK3 alpha inh -2.
For Cn1c(Cc2ccc3c(c2)OCO3)nnc1SCC(=O)N1CCc2ccccc2C1 the results were HSF1 inhib -9, GSK3B inh 3, IEC-6 cytotox 0, KLF5 inhibitor -15, PolyA inh inactive, HSF1 activator -13, HSP90 inh -3, AI-2 QS modul 5, aSyn UTR inh 23 and GSK3 alpha inh 0.
Nc1c(Br)cc2oc(-c3ccccc3)nc2c1Br was read as HSF1 inhib 5, GSK3B inh 1, IEC-6 cytotox 12, KLF5 inhibitor 3, PolyA inh inactive, HSF1 activator -10, HSP90 inh 1, AI-2 QS modul 3, aSyn UTR inh -179 and GSK3 alpha inh 2.
Cc1ccccc1NC(=O)Cn1c(O)c(N=NC(=O)c2ccccc2O)c2ccccc21 was read as HSF1 inhib 0, GSK3B inh -1, IEC-6 cytotox 3, KLF5 inhibitor -21, PolyA inh inactive, HSF1 activator 0, HSP90 inh 5, AI-2 QS modul 1, aSyn UTR inh -27 and GSK3 alpha inh -2.
`Cc1ccc(-n2c(Cc3cccn3C)nnc2SCC(N)=O)cc1` gave HSF1 inhib 2, GSK3B inh 3, IEC-6 cytotox 0, KLF5 inhibitor -2, PolyA inh inactive, HSF1 activator 0, HSP90 inh 1, AI-2 QS modul 18, aSyn UTR inh 0 and GSK3 alpha inh 1.
`Cc1noc(C)c1CSCC(=O)NCCN1C(=O)S/C(=C\c2ccccc2F)C1=O` gave HSF1 inhib 13, GSK3B inh -1, PolyA inh inactive, HSF1 activator 11, AI-2 QS modul 30, aSyn UTR inh 4 and GSK3 alpha inh -2.
Screening O=C(CSc1n[nH]c(-c2cc(Cl)ccc2Cl)n1)NCCN1C(=O)CSC1=O returned HSF1 inhib -1, GSK3B inh -2, IEC-6 cytotox 5, KLF5 inhibitor -13, PolyA inh inactive, HSF1 activator -6, HSP90 inh 0, AI-2 QS modul 35, aSyn UTR inh -10 and GSK3 alpha inh 0.
Screening Cc1ccc(S(=O)(=O)CC(=O)c2ccc([N+](=O)[O-])cc2)cc1 returned HSF1 inhib 0, GSK3B inh -2, IEC-6 cytotox 3, KLF5 inhibitor -25, PolyA inh inactive, HSF1 activator 17, HSP90 inh 2, AI-2 QS modul 35, aSyn UTR inh -30 and GSK3 alpha inh -3.
CC(=O)c1c(C)[nH]c(C(=O)CSc2nnc(N)s2)c1C was read as HSF1 inhib 11, GSK3B inh 1, IEC-6 cytotox -5, KLF5 inhibitor -12, PolyA inh inactive, HSF1 activator 32, HSP90 inh 2, AI-2 QS modul 5, aSyn UTR inh -22 and GSK3 alpha inh 0.

Screening data: PubChem, several laboratories

Some of the compounds tested. The share of hits here may be higher or lower than overall.
